# PAX8 reporter: inhibitors of PAX8 transcriptional activity in RMG-I cells; RMG-I TPO-luciferase reporter, SteadyGlo, 24 h; inhibition, % at 12.6 µM; 1.2% of 360,000 active; AID 652154;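 active = mean replicate inhibition at least 60% with every replicate also reaching 60%; inconclusive = only one of the two criteria is met; inactive = mean below 60% and not all replicates reaching 60%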;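 also: luciferase light reporting Pax8 driven TPO promoter activity; plate controls were median of neutral control wells for no effect and mitoxantrone controls for full effect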
# FN deposition inh: fibronectin deposition inhibition | AH1F fibroblasts, Alexa488-fibronectin deposition fluorescence, overnight | inhibition, % at 12.6 µM | 0.086% of 350,000 active | AID 743247;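 active = mean inhibition across replicates of 30% or more, regardless of how many single replicates reach that level; inconclusive = mean under 30% yet at least half of replicates reach 30%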;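 also: positive control wells lacked labelled fibronectin entirely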
#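 Material: AH1F fibroblast monolayer depositing Alexa488-labelled fibronectin into matrix | Input: 10000 AH1F cells/well | Medium: DMEM plus 2% serum, read in PBS | Reagent: Alexa488-fibronectin, 24 nM final in well | Compound dosing: One dose per compound, pinned | Schedule: 1 h adhesion, overnight exposure | Measured by: Fluorescence at 485 nm excitation, 525 nm emission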
# INS-1E GSIS act: primary screen for activators of insulin secretion dependent on glucose, INS-1E cells, GLuc reporter luminescence; activation, % at 16.6 µM; 0.61% of 370,000 active; INS-1E GLuc reporter insulin secretion, 2-3 h; AID 743287;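 active = lowest replicate activation of at least 40%, so every replicate reaches that level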;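 also: 0% = median of neutral control wells and 100% = median of IBMX positive control wells; some compounds called inactive have numbers as strong as hits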
# DENV2 CPE rescue: inhibitors of DENV2 cytopathic effect | AID 651640 | DENV2-infected cells, cytopathic effect rescue, plate reader | 1.7% of 350,000 active | CPE inhibition, % at 9.99 µM; in the data active = CPE inhibition above about 20%, passing the limit was not always enough; inconclusive = no clear call, values can overlap the other calls; tested in BHK-21 cells;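 also: 0% = median of neutral control wells and 100% = median of positive control wells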
# miR-122 sensor: miR-122 inhibition in Huh7 cells | Huh7 miR-122 Renilla luciferase sensor, 48 h; neutral wells = 0, positive control = 100 | activation (reporter increase), % at 12.5 µM | 0.3% of 340,000 active;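 active = mean replicate activation score at least 90 and every replicate individually at or above 90; inconclusive = only one of the two criteria met; inactive = neither criterion met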;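 also: higher luciferase means less miR-122 activity so hits act as miR-122 inhibitors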
# EWS-Fli block: inhibitors of EWS/Fli oncoprotein transcriptional activity | A673 NR0B1-luciferase reporter, viability-normalised | inhibition, % at 12.6 µM | 0.67% of 350,000 active | AID 651661;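 active = mean inhibition of at least 50% after viability correction, with every replicate also passing that limit; inconclusive = mean reaches 50% but only one of two replicates passes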;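 also: firefly luciferase signal divided by Alamar Blue viability fluorescence both relative to DMSO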
# F508del corr: CFTR F508del correction in bronchial cells. CFBE cells, YFP halide quenching; stimulated with forskolin plus potentiator P3; % fluorescence drop versus neutral controls. activity (quench increase), % at 7.58 µM. 0.36% of 350,000 active;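 active = mean added fluorescence quench of at least 8% versus neutral control, with both replicates also reaching 8%; inconclusive = only one of the mean or replicate conditions met; inactive = mean below 8% and not both replicates reaching 8%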;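 also: cells transiently co-express mutant CFTR-F508del with the halide-sensitive YFP; corrector assay measuring rescue of mutant channel to the surface after 24 h compound exposure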
# Active calls of the source: *; u = inconclusive; x = not tested or not shown; [ ] = dose if it differs, or a comment.
molecule	DENV2 CPE rescue	INS-1E GSIS act	PAX8 reporter	FN deposition inh	EWS-Fli block	miR-122 sensor	F508del corr
CC(C)(C)NC(=O)NC(=O)COC(=O)c1ccc(OC(F)(F)F)cc1	x	-3	29	-3	x	x	x
O=C(O)CN1CCCCC1	6	22	-6	0	9	x	0.9
Cc1ccc(C(=O)C[n+]2cc(Br)cc(Br)c2)cc1[N+](=O)[O-]	x	-8	11	3	x	x	x
CN(C(=O)COC(=O)c1ccc2c(c1)OCO2)C1CCCCC1	-3	10	-82	2	-11	0	1.8
COc1ccccc1OCCNC(=O)c1ccc2c(c1)CCC2	16	-19	-138	4	-82	-2	-1.9
CC(C)NC(=O)N(C)C[C@@H]1Oc2ccc(NC(=O)CCN3CCOCC3)cc2C(=O)N([C@@H](C)CO)C[C@H]1C	-2	15	-13	x	9	7[16.7 µM]	-0.3
CC(C)CC(NC(=O)C1CCC(C)CC1)C(=O)Nc1ccc2c(c1)OCCO2 (stereo not drawn)	-1	-8	-76	-18	-15	x	-1.8
CN(CCc1ccccn1)C(=S)Nc1ccc(Cl)c(Cl)c1	3	-10	-13	4	-9	x	0.4
COc1cc(/C=N/NC(=O)c2cc3ccccc3cc2O)ccc1OCCN1CCCCC1	-2	x	3	0	1	-5	x
COc1ccc(CCNC(=O)CSc2nc3c(sc(=S)n3-c3ccccc3)c(=O)[nH]2)cc1OC	-4	22	4	-7	-2	-2	-0.8
OCCC1CN(C2CCN(c3ccccc3F)CC2)CCN1Cc1ccccc1 (stereo not drawn)	9	-23	-11	5	9	5	2.2
O=S(=O)(Nc1ncccn1)c1ccc(Cl)cc1	-7	-2	26	6	7	x	-6.3
O=C(NN=C1CCCCCC1)c1cccs1	1	0	-20	3	x	2	0.4
Cc1ccc(C(=O)NC(=S)N2CC(C)OC(C)C2)cc1[N+](=O)[O-] (stereo not drawn)	-12	-8	x	x	15	4	-0.8
CCC(=O)N(C)C[C@H]1Oc2ncc(C#CC3(O)CCCC3)cc2C(=O)N([C@@H](C)CO)C[C@@H]1C	0	3	-5	x	-6	-3[16.7 µM]	-2.6
Cc1onc(-c2ccccc2)c1C(=O)NNC(=S)NC(=O)c1ccc(Br)cc1	13	6	23	2	-2	0	-0.6
C[C@H]1CN([C@@H](C)CO)C(=O)c2cccc(NS(=O)(=O)c3cn(C)cn3)c2O[C@H]1CN(C)C(=O)Nc1ccc2c(c1)OCO2	-6	14	x	x	-2	2[16.7 µM]	2.0
N#Cc1ccc(-c2nc3c(Cl)cc(C(F)(F)F)cn3c2Cc2ccccc2C(F)(F)F)cc1	-6	7	-23	0	-2	x	2.6
CCN(c1ccccc1)S(=O)(=O)c1ccc(Cl)c(NC(=O)CSc2nncn2C)c1	x	1	0	3	x	x	x
CC(=O)c1ccc(S(=O)(=O)N2CCN(C(=O)c3ccccc3Cc3ccccc3)CC2)cc1	-2	13	20	-4	8	-8	1.4
CCOC(=O)Nc1nn(-c2ccc(C)cc2)c(=O)c(C#N)c1C	4	-1	4	-13	-2	-10	-2.8
COc1ccc(COCC(O)CN2CC(C)OC(C)C2)cc1OC (stereo not drawn)	-6	-8	x	x	5	1	2.3
O=C1c2ccccc2C(=O)N1Cc1cccnc1	-7	7	-11	-17	-1	1	3.6
O=C(COC(=O)Cc1ccc(Cl)cc1)NCc1ccc2c(c1)OCO2	3	2	5	3	0	1	-3.2
O=C(CSc1nnc(NC(=O)c2cccc(F)c2)s1)NC1CCCC1	-2	0	0	-4	-5	-5	-1.3
CC(=O)Nc1ccc(S(=O)(=O)Nc2nc3ccccc3s2)cc1	x	14	11	8	x	15	x
CCOC(=O)C1=C(Nc2ccccc2)CC(C)(O)C(C(=O)OCC)C1c1ccc(Br)cc1 (stereo not drawn)	0	-2	20	2	10	x	2.8
C=CCn1c(SCCN2CCCCC2)nc2c1c(=O)[nH]c(=O)n2C	-4	17	-1	-16	-5	-2	-3.0
CCC(=O)NC(C)C(c1cccs1)N1CCN(Cc2ccccc2)CC1 (stereo not drawn)	8	x	1	x	-1	-4	2.0
CCC1CCCCN1C(=S)NC(=O)c1cccs1 (stereo not drawn)	u	8	12	x	15	0	-1.4
C[C@H](CO)N1C[C@H](C)[C@@H](CN(C)Cc2ccc(-c3ccccc3)cc2)Oc2ccc(NC(=O)C3CCCCC3)cc2C1=O	x	-7	x	2	8	1[16.7 µM]	1.5
COc1ccc(Br)cc1C(=O)O	x	x	-18	2	x	1	x
CC(=O)N(C)C[C@@H]1Oc2cc(C#CC3(O)CCCC3)ccc2S(=O)(=O)N([C@H](C)CO)C[C@@H]1C	-7	10	x	0	-4	-5[16.7 µM]	-2.3
COc1ccc(C(=O)Nc2ccccc2NC(=O)c2ccco2)cc1OC	x	x	3	2	x	-9	x
O=[N+]([O-])c1ccc(-c2ccc(S(=O)(=O)NCCN3CCCC3)cc2)cc1	-4	-22	26	x	32	-3	x
COc1ccc(-c2cc(C(=O)N3CCN(c4ccccc4O)CC3)c3ccccc3n2)cc1	-9	17	-90	7	-52	-8	-4.5
Cc1cc2c(NC(=O)Nc3ccc(F)cc3)cccc2nn1	7	-8	21	-14	8	-2	-2.8
COc1ccc(-c2coc3c(C(=O)NCc4ccco4)cccc23)c(C)c1	-1	3	10	-9	-15	1	0.4
COc1ccc(C(NC(=O)C2CCCCC2)c2c(O)ccc3ccccc23)cc1 (stereo not drawn)	-4	1	31	4	8	23	x
O=C(NC(=S)Nc1cccc(S(=O)(=O)NC2=NCCC2)c1)c1cc(-c2ccco2)nc2ccccc12	14	-9	28	6	57*	66	2.1
CCOc1ccc(OCC(=O)Nc2cc3c(cc2C(=O)O)OCCCO3)cc1	-5	-2	-7	-1	12	x	-1.2
CC1(C)CC2CC(C)(CN2C(=S)Nc2ccccc2F)C1 (stereo not drawn)	3	5	2	9	-3	x	1.1
N#CCCn1cc(CNC2CCC(O)CC2)c2ccccc21 (stereo not drawn)	4	x	3	1	7	x	-1.9
CC(OC(=O)/C=C/c1ccco1)C(=O)Nc1cccc([N+](=O)[O-])c1 (stereo not drawn)	5	1	7	7	-4	x	x
N#CCC(=O)N/N=C\c1ccccc1OC/C=C/c1ccccc1	9	-5	-185	x	x	x	0.3
CCOC(=O)CCCNC(=O)COC(=O)c1cc(Br)c(Br)s1	-3	-5	11	-8	18	-2	-0.8
CCN(Cc1ccccc1)c1ccc(/C=C(\C#N)c2ccccn2)cc1	x	-4	-212	-4	x	8	x
Cc1ccc(CN2CC(C(=O)N3CCN(S(=O)(=O)c4cc(C)ccc4C)CC3)CC2=O)cc1 (stereo not drawn)	-5	-31	8	-1	8	x	2.5

# Brought forward from above: 2 entries, followed by the next part.
molecule	DENV2 CPE rescue	INS-1E GSIS act	PAX8 reporter	FN deposition inh	EWS-Fli block	miR-122 sensor	F508del corr
CCN(Cc1ccccc1)c1ccc(/C=C(\C#N)c2ccccn2)cc1	x	-4	-212	-4	x	8	x
Cc1ccc(CN2CC(C(=O)N3CCN(S(=O)(=O)c4cc(C)ccc4C)CC3)CC2=O)cc1 (stereo not drawn)	-5	-31	8	-1	8	x	2.5
CCOC(=O)C1CCCN(C(=O)c2cc(C#N)cs2)CC1 (stereo not drawn)	6	16	-36	-2	0	2	-2.2
O=C1CSC(c2ccc(Cl)c(Cl)c2)N1c1nccs1 (stereo not drawn)	-2	15	4	-5	2	-1	0.3
C[C@@H]1CN([C@H](C)CO)C(=O)c2cc(NC(=O)Nc3ccc(C(F)(F)F)cc3)ccc2O[C@@H](C)CCCCO[C@@H]1CN(C)Cc1ccccc1	-8	41	109*	-3	25	-5[16.7 µM]	1.9
CCCC(C)(C)C(=O)N1CCC1(C)C(=O)NS(=O)(=O)c1ccccc1Cl (stereo not drawn)	-9	14	1	15	-9	9	-1.0
CCc1n[nH]c(=S)n1/N=C/c1ccccc1OCc1ccc(Cl)cc1	0	15	-11	6	-12	x	1.3
COCC(=O)N1CCC(Oc2ccc(C(=O)NCCc3ccncc3)cc2)CC1	u	-5	32	-6	-1	x	-0.8
O=C(O)CCn1c(Cc2ccccc2)nc2ccccc21	2	11	8	-6	5	3	-3.5
Cc1ccccc1NC(=S)NC(=O)CCc1ccccc1	x	-19	x	6	x	-4	x
COC(=O)CC1C(=O)NCCN1C(=O)c1ccccc1 (stereo not drawn)	x	x	-6	2	x	-3	x
CN(CC(=O)Nc1ccccc1C(F)(F)F)C(=O)c1ccc(-c2ccc(Cl)cc2)o1	0	-1	-12	-5	-7	x	-0.3
CC(=O)Nc1sc2c(c1C#N)CCC(C)C2 (stereo not drawn)	12	-25	-24	-5	1	-1	0.6
O=C(C[C@@H]1CC[C@H](NC(=O)c2ccc3c(c2)OCO3)[C@H](CO)O1)NCc1ccc(Oc2ccccc2)cc1	0	-7	x	-7	x	x	0.5
COc1ccc(C#Cc2ccc3c(c2)O[C@@H](CN(C)C(=O)Nc2cccc(OC)c2)[C@@H](C)CN([C@H](C)CO)S3(=O)=O)cc1	-10	-4	x	-7	7	12[16.7 µM]	3.0
C[C@@H]1CN([C@@H](C)CO)C(=O)c2cc(NC(=O)NC3CCCCC3)ccc2O[C@H]1CN(C)Cc1ccc(C(F)(F)F)cc1	0	-15	x	x	-4	-3[16.7 µM]	4.1
C[C@@H]1CN([C@H](C)CO)C(=O)Cc2cc(NC(=O)Cc3cn(C)c4ccccc34)ccc2O[C@H]1CN(C)S(=O)(=O)c1ccc(Cl)cc1	x	8	-31	x	-4	3[16.7 µM]	-1.1
COc1cc(C(=O)N2CCN(C/C=C/c3ccccc3)CC2)cc(OC)c1C	0	-23	x	x	2	-1	2.1
Cc1cc(NC(=O)C(C)SCC(=O)Nc2cc(C(F)(F)F)ccc2N2CCOCC2)no1 (stereo not drawn)	2	-26	9	-3	-4	-3	1.9
N/C(=N\C(=S)Nc1ccccc1)c1ccccc1	0	0	-212	-1	-96	-4	0.7
CC(NC(=O)c1cccc(S(=O)(=O)N2CCN(C)CC2)c1)c1ccc(Cl)cc1Cl (stereo not drawn)	-3	-20	7	-1	17	-2	-3.6
CCCNC(=O)Nc1ccc2c(c1)OC[C@H](C)N(C)C[C@H](C)[C@H](OC)CN(C)C2=O	12	0	-8	6	0	1[16.7 µM]	x
OCCNc1nc2ccccc2[nH]1	x	x	-8	5	x	10	x
Cc1cccc(-c2ccc([C@H]3[C@H](CO)N4CCCCN(S(=O)(=O)c5cccs5)C[C@@H]34)cc2)c1	8	-6	7	x	5	-5[16.7 µM]	1.0
Cc1ccc(C)c(OCCC(=O)NCCc2ccc(Cl)cc2)c1	-3	17	-6	-4	-5	0	-3.2
COc1ccc(NC(=O)N(C)C[C@H]2Oc3ccc(NS(=O)(=O)c4ccc(C)cc4)cc3CC(=O)N([C@@H](C)CO)C[C@@H]2C)cc1	x	2	-16	x	-4	-2[16.7 µM]	2.0
O=C(CNC(=O)c1ccc(Br)cc1)NCCc1nc2ccccc2[nH]1	x	-2	x	-3	x	2	x
COc1ccc(-c2csc3nc(C)nc(N4CCCCC4)c23)cc1OC	0	2	13	2	-7	x	-3.9
CC1(C)Cc2ccccc2C(COc2ccccc2)=N1	2	-11	-15	3	16	1	1.5
CCN(C(=O)Cn1cc(C(C)=O)c2ccccc21)c1ccccc1	-3	-3	19	-2	13	-1	1.4
Cc1cccc(C)c1OCc1cn(CC(=O)c2ccc(O)cc2)nn1	5	13	-18	-4	0	7	2.4
Cc1[nH]c(C)c(S(=O)(=O)NCc2ccc(Cl)cc2)c1C(=O)N1CCCC1	-1	-1	-6	11	x	41	0.3
